# Screening data: PubChem, Sanford-Burnham Center for Chemical Genomics
# Apaf-1 inh: inhibitors of human Apaf-1 apoptosome, primary screen, biochemical, DEVD-Rh110 fluorescence, uHTS. Apoptotic protease-activating factor 1 (Homo sapiens), O14727. reconstituted apoptosome caspase-3 activity. inhibition, % at 20 µM. hit rate 0.71% among 330,000. AID 489030, 2010; active means inhibition of at least 40% at 20 µM;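 further: plate controls were DMSO wells for no effect and DEVD-CHO caspase inhibitor wells for full effect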
#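 Material: reconstituted apoptosome with Apaf-1, cytochrome c, caspase-9, procaspase-3, dATP. Technique: Rh110 fluorescence intensity. Buffer or medium: pH 7.5 Hepes buffer with CHAPS, BSA, DTT. Times: 30 min plus 50 min, RT.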
# mIAP block: inhibitors of mouse IAP, primary screen, biochemical, luminescence, uHTS; intestinal alkaline phosphatase [Mus musculus]; purified mouse IAP, CDP-Star luminescence, 30 min; inhibition, % at 10 µM; hit rate 0.2% among 330,000; AID 2806, 2010;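 active means inhibition of at least 40% at 10 µM in the primary screen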;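 further: plate controls were DMSO with enzyme for no effect and no enzyme wells for full effect; values of inactives mirror those of a sister screen read the other way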
# hIAP activ: human IAP activators, primary screen, biochemical, luminescence, uHTS | hit rate 0.16% among 330,000 | AID 2524, 2010 | purified human IAP, CDP-Star luminescence, 30 min; hits give high values; 1 = vehicle-only enzyme, 0 = enzyme-free background | activation factor at 10 µM | Intestinal-type alkaline phosphatase (Homo sapiens), P09923;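 active means activation factor of the enzyme at least 2-fold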; further: the source names both 10 and 20 µM as test concentration; values of inactives mirror those of a sister screen read the other way
# Target sequence (P09923 whole entry, looked up): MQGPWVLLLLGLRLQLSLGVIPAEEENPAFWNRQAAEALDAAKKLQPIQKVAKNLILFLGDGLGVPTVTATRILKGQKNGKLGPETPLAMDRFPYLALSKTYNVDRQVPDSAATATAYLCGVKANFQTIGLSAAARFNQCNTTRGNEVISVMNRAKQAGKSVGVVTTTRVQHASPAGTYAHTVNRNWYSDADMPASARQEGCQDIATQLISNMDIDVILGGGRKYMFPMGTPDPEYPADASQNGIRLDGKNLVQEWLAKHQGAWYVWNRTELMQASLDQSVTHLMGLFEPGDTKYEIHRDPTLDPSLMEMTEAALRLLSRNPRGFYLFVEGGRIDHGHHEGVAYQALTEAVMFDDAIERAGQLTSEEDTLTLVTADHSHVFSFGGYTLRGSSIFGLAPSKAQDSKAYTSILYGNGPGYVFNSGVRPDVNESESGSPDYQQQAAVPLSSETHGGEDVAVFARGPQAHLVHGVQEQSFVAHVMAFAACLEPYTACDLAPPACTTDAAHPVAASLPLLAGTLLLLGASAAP
# tim10-1 inh: growth inhibitors of tim10-1 mutant yeast, primary screen, luminescence, uHTS; AID 463190, 2010; hit rate 2.2% among 330,000; inhibition, % at 20 µM; S. cerevisiae tim10-1 ts strain growth, BacTiter-Glo, 24 h;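 active means inhibition of at least 40%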;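 further: mutant grown at 25 °C; 0% = DMSO wells with yeast and 100% = wells holding no yeast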
# TIM10 inh: growth inhibitors of isogenic TIM10 control yeast, primary screen, counter-screen for tim10-1 yeast inhibitor project, luminescence, uHTS; hit rate 1.4% among 330,000; S. cerevisiae TIM10 strain growth, BacTiter-Glo luminescence, 24 h; AID 463195, 2010; inhibition, % at 10 µM;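 active means inhibition of 40% or more at the single tested concentration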;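 further: wild-type TIM10 isogenic control strain grown at permissive 25 °C; 0% = DMSO yeast wells and 100% = minimal medium wells without yeast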
# hIAP inh: human IAP inhibitors, primary screen, biochemical, luminescence, uHTS; purified IAP, CDP-Star luminescence, 30 min; inhibition, % at 10 µM; AID 2544, 2010; Intestinal-type alkaline phosphatase (Homo sapiens), P09923; hit rate 0.12% among 330,000;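 active means inhibition reaching a set limit with compound at 10 µM in the primary screen, cut at about 35% in these data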;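 further: plate controls were DMSO wells with enzyme for no effect and no-enzyme buffer wells for full effect; values of inactives mirror those of a sister screen read the other way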
# NLRP3 yeast inh: NALP3 inflammasome inhibitors in reconstituted yeast, primary screen, luminescence, uHTS. inhibition, % at 10 µM. hit rate 0.39% among 330,000. Yeast reconstituted NLRP3/ASC/caspase-1, beta-gal luminescence, 24 h. AID 2825, 2010;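 active means inhibition of 50% or more; inactive means inhibition below 50%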;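 further: plate controls were induced DMSO wells for no effect and uninduced yeast grown without galactose for full effect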
# ATG4B inhibitor: ATG4B protease inhibitors, primary screen, biochemical, fluorescence, uHTS; Cysteine protease ATG4B (Homo sapiens), Q9Y4P1; ATG4B cleavage of LC3-PLA2, NBD-HPC fluorescence, 1 h; inhibition, % at 8.33 µM; hit rate 0.51% among 340,000; AID 504462, 2011; in the data active means inhibition above about 40%
# Target sequence (Q9Y4P1 whole entry, looked up): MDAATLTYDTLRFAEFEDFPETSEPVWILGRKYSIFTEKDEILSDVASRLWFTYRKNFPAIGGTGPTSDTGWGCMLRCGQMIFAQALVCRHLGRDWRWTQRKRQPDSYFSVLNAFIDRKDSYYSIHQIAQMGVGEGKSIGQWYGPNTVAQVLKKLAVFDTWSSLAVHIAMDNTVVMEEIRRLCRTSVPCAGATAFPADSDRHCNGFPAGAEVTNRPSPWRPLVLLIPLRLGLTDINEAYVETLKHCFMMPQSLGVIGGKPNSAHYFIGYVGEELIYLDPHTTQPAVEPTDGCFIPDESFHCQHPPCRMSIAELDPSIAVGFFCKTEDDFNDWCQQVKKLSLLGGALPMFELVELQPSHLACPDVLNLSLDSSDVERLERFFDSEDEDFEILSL
# mIAP activ: activators of mouse IAP, primary screen, biochemical, luminescence, uHTS; intestinal alkaline phosphatase [Mus musculus]; muIAP, CDP-Star luminescence, 30 min; hits give high values; 1 = vehicle-only enzyme signal, 0 = enzyme-free wells; activation factor at 10 µM; hit rate 0.24% among 330,000; AID 2805, 2010;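 active means activation factor of at least 2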; further: the source names both 10 and 20 µM as test concentration; values of inactives mirror those of a sister screen read the other way
#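 System: Mouse IAP enzyme | Also added: CDP-Star substrate | Dosing: Compounds dispensed in DMSO | Schedule: 30 min enzyme-substrate-compound incubation at room temperature | Technique: Chemiluminescence readout | Control set: DMSO-only wells and no-enzyme negative control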
# * hit, by the source's call; . = not tested or not shown.
SMILES,Apaf-1 inh,mIAP block,hIAP activ,tim10-1 inh,TIM10 inh,hIAP inh,NLRP3 yeast inh,ATG4B inhibitor,mIAP activ
CCOC(=O)C1=NOC(CNC(=O)c2c(-c3ccccc3Cl)noc2C)C1 (stereo not given),-10,-5,0.83,-18,-2,17,12,9,1.1
COc1ccc(-c2nnc(SCC(=O)NCC3CCCO3)n2C)cc1 (stereo not given),-6,-7,1.2,3,-7,-16,14,-5,1.1
CCn1c(=O)c2cc(C(=O)N(C)c3ccc(OC)cc3OC)sc2c2ccccc21,19,3,0.98,7,7,2,6,-20,0.97
CCOC(=O)c1ccc(NC(=O)c2nc[nH]c2C(=O)N[C@H](C)c2ccccc2)cc1,20,6,1.4,30,23,-38,17,-12,0.94
CCCCN(CC)S(=O)(=O)c1c(C)[nH]c(=O)[nH]c1=O,7,7,0.86,3,-11,14,-4,-1,0.93
COc1ccc2cc(C(=O)C3CCCN(C(=O)Cc4c(C)noc4C)C3)ccc2c1 (stereo not given),9,1,1.1,32,13,-10,4,-2,0.99
COc1ccc(-c2cc3ccccc3oc2=O)cc1NC(=O)c1cccnc1,16,-9,0.97,22,25,3,-11,0,1.1
O=C(NCCN1CCN(Cc2ccccc2)CC1)Nc1cc(Cl)cc(Cl)c1,16,-102,1,26,25,-4,9,-6,2*
COC(CNC(=O)C1CCCCC1C(=O)O)OC (stereo not given),3,-3,1.1,10,-13,-7,2,-3,1
Cc1cc(-n2c(C)cc(C(=O)COc3ccccc3[N+](=O)[O-])c2C)no1,-5,10,0.91,1,-2,9,13,-5,0.9
COc1ccc(NC(=O)N(C)C[C@H]2Oc3ccc(NC(=O)CCN4CCOCC4)cc3C(=O)N([C@@H](C)CO)C[C@H]2C)cc1,2,-3,0.9,4,-4,10,10,-4,1
COc1ccc(CSc2nc(CSC)cc(N3CCOCC3)n2)cc1,17,13,0.87,33,6,13,38,-9,0.87
Cc1ccc2c(c1)C(=O)C(=O)N2CC(=O)Nc1ccccc1NC(=O)c1ccccn1,-4,-16,1.2,4,6,-19,-3,14,1.2
CCCCCn1c(=S)[nH]c2cc(C(=O)N3CCN(C(=O)OCC)CC3)ccc2c1=O,8,4,1.1,13,9,-15,16,-3,0.96
CN(Cc1ccccc1)S(=O)(=O)CCNC(=O)c1ccc2c(c1)OCO2,1,-7,1.1,2,-6,-8,32,-6,1.1
Cn1c(SCc2nn[nH]n2)nc2c1c(=O)n(Cc1ccccc1Cl)c(=O)n2C,3,-10,0.87,9,-1,13,-2,1,1.1
COc1ccc(CNC(=O)CCCn2nc([N+](=O)[O-])cc2C)cc1,-19,-5,1.2,-2,-3,-16,-12,-3,1.1
Brc1ccc(-c2csc(N/N=C/c3cccnc3)n2)cc1,5,17,0.86,4,4,14,17,-6,0.83
COc1cccc(Oc2nnnn2-c2ccccc2)c1,13,-2,0.92,42*,22,8,-56,0,1
O=c1c2ccccc2ncn1CCCCOc1ccc(Br)cc1,13,3,0.86,-36,-19,14,31,-9,0.97
COc1ccc(C(=O)Nc2cccc(S(=O)(=O)N3CCCC3)c2)cc1S(=O)(=O)N1CCOCC1,11,7,1,9,12,-2,1,-11,0.93
CC(=O)Nc1nc(=O)c2ccccc2s1,-13,5,0.92,7,14,8,9,5,0.95
COc1ccc(NC(=O)c2ccc(=O)[nH]c2)cc1S(=O)(=O)N1CCCCC1,0,4,1.2,14,12,-17,8,.,0.95
Cc1cc(=O)n(CC(C)C)c(O)c1C#N,17,-2,1.1,9,2,-6,8,0,1
O=[N+]([O-])c1ncccc1Oc1nc(-c2cccnc2)nc2ccccc12,6,4,0.86,9,22,14,17,-10,0.96
Cc1sc(NC(=O)Cn2c(=O)oc3ccccc32)nc1-c1ccc(Cl)cc1,11,-10,0.95,-65,-57,5,9,-5,1.1
Cc1cc(C)nc(SCc2cn3ccccc3n2)n1,-5,5,0.89,1,5,11,5,-6,0.95
COCCCn1c(SCC(=O)NCc2ccccc2)nc2ccccc2c1=O,-2,-3,1,11,12,-3,9,-5,1
COc1ccccc1C(=O)NC(CCSC)C(=O)OC(C)C(=O)NC1CC1 (stereo not given),0,-6,0.94,-9,0,6,11,5,1.1
COc1cc(NC(=O)Cc2ccccc2)ccc1NC(=O)c1ccco1,5,-2,0.85,12,14,15,10,-13,1

# Entries above that bear a hit mark in mIAP activ:
Structure	mIAP block	hIAP activ	hIAP inh	NLRP3 yeast inh	ATG4B inhibitor	mIAP activ
O=C(NCCN1CCN(Cc2ccccc2)CC1)Nc1cc(Cl)cc(Cl)c1	-102	1	-4	9	-6	2*

# Following part.
SMILES,Apaf-1 inh,mIAP block,hIAP activ,tim10-1 inh,TIM10 inh,hIAP inh,NLRP3 yeast inh,ATG4B inhibitor,mIAP activ
CCOC(=O)CSC(=S)NC(=O)c1ccc(OC)cc1,-2,20,0.95,13,1,5,9,1,0.8
CCC(Sc1nc2n[nH]c(C)c2c(=N)n1-c1ccc(C)c(Cl)c1)C(=O)N1CCOCC1 (stereo not given),19,-14,0.97,5,-1,3,13,-8,1.1
S=C(NCC1(c2ccccc2)CCCC1)Nc1ccccc1,11,-28,1,6,36,-4,24,-2,1.3
Cc1cc(C)nc(/N=C(/NC(=O)Nc2ccc(Cl)c(Cl)c2)Nc2cccc(Cl)c2)n1,-12,1,0.96,10,-15,4,7,1,0.99
C#CCNC(=O)C1=C[C@H](c2ccc3c(c2)OCO3)C[C@H](OCc2ccc(CO)cc2)O1,-3,-3,0.89,6,-2,12,15,4,1
COc1ccccc1C(=O)NC(=O)COC(=O)c1ccc(C)o1,8,8,0.92,2,1,8,4,-2,0.92
CC(=O)Nc1ccc(N2CCN(c3ccc(C(F)(F)F)cn3)CC2)nc1,-9,-7,1.1,12,5,-6,18,-5,1.1
Nc1nc(CSc2nc3ccccc3[nH]2)nc(N2CCOCC2)n1,6,10,1.1,2,6,-10,15,-1,0.9
COc1cc(C(=O)Nc2ccc(C(=O)O)cc2)ccc1OC(C)=O,-4,1,1.1,6,3,-9,17,-9,0.99
O=C(Nc1cccc(F)c1)Nc1ccc2c(c1)CCC2,9,-85,1,5,5,-3,5,-5,1.9
COC(=O)COc1ccc(S(=O)(=O)Nc2ccc(NC(C)=O)cc2)cc1C,2,-3,1.1,3,-2,-10,-11,6,1
C/C(=N/NC(N)=S)c1ccc(Br)s1,3,10,1,22,1,0,25,-9,0.9
COc1ccc(-c2cc(Cl)cc3c(=O)c4ccccc4n(C)c23)cc1F,15,-13,1.1,5,-2,-9,27,0,1.1
CCOP(=O)(OCC)c1nc(-c2ccccc2)oc1N1CCCCC1,7,5,0.91,27,25,9,2,7,0.95
O=C(CN1C(=O)NC2(CCCCCCC2)C1=O)Nc1ccc(Cl)cc1,-2,5,0.87,-11,-13,13,8,-12,0.95
O=C(Cc1cccs1)Nc1ccccc1,-8,9,1.1,-7,-12,-13,24,5,0.91
COCC(=O)Nc1c(C(=O)Nc2ccc3c(c2)OCCO3)oc2ccccc12,-3,-3,1,24,20,-4,10,-20,1
Clc1cc(Br)ccc1OCCCNCc1ccccc1,8,-3,0.93,19,-7,8,27,0,1
Oc1[nH]c2ccccc2c1N=Nc1c(F)c(F)c(Cl)c(F)c1F,-1,16,0.82,12,19,18,25,-1,0.84
CCC(C)Nc1nc2c(C)cccn2c(=O)c1C=Nc1ccc(OC)cc1 (stereo not given),22,9,0.95,-31,-5,5,14,-9,0.91
Cc1nc2ccccn2c1C(=O)N/N=C/c1ccccc1[N+](=O)[O-],-28,-2,0.82,18,10,18,15,5,1
Cc1ccc(NC(=O)CS(=O)CC(=O)N(c2ccc(C)cc2)C(C)C(=O)NC2CCCCC2)cc1 (stereo not given),14,-6,0.99,10,-4,1,-7,-7,1.1
Cc1ccc(-c2ccc(SCC(=O)NC3CCCCC3)nn2)cc1,15,6,1.2,15,1,-19,5,4,0.94
CC(C)(C)N1C(=O)[C@H]2[C@@H](c3ccc(Br)cc3)N3C(=O)N(c4cccc(F)c4)C(=O)[C@@]3(C)[C@H]2C1=O,12,0,1,-8,5,-3,3,-13,1
Cc1nc2ccc(NC(=S)NC(C)C)cc2nc1C,5,2,0.9,13,6,10,11,-12,0.98
O=C(c1cccs1)N1CCc2c([nH]c3ccccc23)C1c1ccccn1 (stereo not given),7,-4,0.97,27,28,3,5,-2,1
CCN(CC)S(=O)(=O)c1cc(NC(=O)NCCCl)ccc1C,-6,-15,1,16,20,0,-12,-2,1.2
CCc1ccc(NC(=O)NCCN2CCN(c3ccc(OC)cc3)CC2)cc1,2,-9,1.1,21,21,-7,7,-3,1.1
Cn1c(SC2=CS(=O)(=O)c3ccccc32)nc2ccccc21,9,-6,1.1,44*,30,-15,27,5,1.1
CNc1ccc(Oc2nc([N+](=O)[O-])nn2C)cc1,-11,-2,1.1,15,-19,-8,-1,1,1
Cc1ccc(NC(=O)NNC(=O)c2ccc3c(c2)NC(=O)C(C)(C)O3)cc1,5,8,1.2,5,-5,-23,23,1,0.92
Cc1[nH]c(=O)[nH]c(=O)c1N1CCOCC1,-17,-10,0.93,-6,-26,7,11,-2,1.1
CC[N+](C)(CC)CCC/C(=N/O)C(O)(c1ccccc1)c1ccccc1,-11,-4,1,-7,-17,-2,11,3,1
O=C(NC(=S)Nc1ccc2[nH]c(=O)[nH]c2c1)c1ccccc1F,2,9,0.97,9,11,3,3,4,0.91
CC(C)CC(=O)N1CCC(N2CCN(c3ccccc3)CC2)CC1,-3,-2,1.1,8,-1,-15,7,-2,1
Cc1ccc(CCNC(=O)c2cc(S(=O)(=O)N3CCOCC3)cn2C)cc1,7,1,0.81,10,-3,19,2,-11,0.99
O=C(O)CCn1c(O)c(C=C2N=c3ccccc3=N2)sc1=S,-3,34,1.3,12,4,-32,12,7,0.66
C=CCNC(=S)Nc1sc2c(c1C#N)CCCC2,-13,16,0.99,8,18,1,9,-2,0.84
CCN(CC(=O)Nc1ccc(NC(C)=O)cc1)C(=O)CCN1C(=O)c2cccc([N+](=O)[O-])c2C1=O,-1,-5,1.3,-15,-10,-31,25,-1,1.1
CC(C)N=C(NS(=O)(=O)c1cccs1)c1ccccc1,-1,-4,0.98,8,5,2,19,-1,1
CCCCc1ccc(NC(=O)CSc2nc3ncccc3[nH]2)cc1,4,18,2.1*,25,6,-115,5,2,0.82
CCOC(=O)c1ccc(N2CCCCC2)c(NS(=O)(=O)c2cccc(C(F)(F)F)c2)c1,7,8,0.96,0,10,4,13,-10,0.92
